Screening results from PubChem BioAssay.
Granule exo inh = lytic granule exocytosis inhibition; TALL-104 LAMP-1 surface exposure, flow cytometry; cells stimulated with thapsigargin and PMA; inhibition, % at 10 µM; 360,000 tested, 0.66% active; AID 651702;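 active = inhibition above about 55%, limit read from the data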
N-glyco inh = blocks N-linked glycosylation in D54 reporter cells. 360,000 tested, 0.23% active. D54 ERlucT glycosylation luciferase reporter, 24 h; percent of 100 nM tunicamycin response. reporter increase, % at 12.5 µM;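 active = mean luciferase reporter signal, scaled so untreated is 0 and the glycosylation-blocking control 100, at or above a set limit in every replicate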;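 note: luciferase carries N-glycosylation sites so blocking glycosylation raises the light; 0% = median of neutral control wells and 100% = median of 100 nM tunicamycin wells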
ABCB6 inh 2 = human ABCB6 transporter inhibition | Q9NP58 | K562-ABCB6 porphyrin accumulation, flow cytometry, 1 h; active compounds read low | fluorescence ratio to DMSO, % at 10 µM | 360,000 tested, 0.19% active | AID 602162;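 active = fluorescence ratio to DMSO below 75%, the collection mean minus 3 SD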;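 note: signal is porphyrin accumulated inside mitochondria; 100% equals median channel fluorescence of DMSO control wells; lower ratio means ABCB6 inhibition with less porphyrin fluorescence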
m5-HT2A agonist = activates the mouse 5-HT2A serotonin receptor; activation, % at 7.6 µM; AID 624169; 360,000 tested, 0.66% active; CHO-K1 mHTR2A beta-arrestin complementation, luminescence; percent of 30 µM serotonin response; P35363;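 active = activation above a run cutoff, the mean activation of all tested compounds plus 3 SD, cut at about 14% in these data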;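 note: 0% = plate median of compound wells and 100% = 30 µM serotonin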
Target sequence (P35363 whole entry, looked up): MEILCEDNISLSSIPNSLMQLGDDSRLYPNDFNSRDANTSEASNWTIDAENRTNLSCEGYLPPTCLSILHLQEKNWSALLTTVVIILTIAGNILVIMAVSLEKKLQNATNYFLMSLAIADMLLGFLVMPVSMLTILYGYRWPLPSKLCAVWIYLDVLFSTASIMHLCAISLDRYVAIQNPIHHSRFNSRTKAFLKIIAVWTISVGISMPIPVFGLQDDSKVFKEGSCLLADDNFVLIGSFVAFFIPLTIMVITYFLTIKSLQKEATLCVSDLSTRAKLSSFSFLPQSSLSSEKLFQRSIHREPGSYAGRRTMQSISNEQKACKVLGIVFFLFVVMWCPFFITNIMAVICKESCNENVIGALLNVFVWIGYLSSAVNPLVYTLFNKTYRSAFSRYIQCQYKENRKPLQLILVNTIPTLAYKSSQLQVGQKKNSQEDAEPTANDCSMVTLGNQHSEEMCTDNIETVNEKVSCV
MC4R antag cAMP = human MC4R antagonism in cAMP assay; MC4R-expressing cells, MTII-stimulated cAMP, LANCE TR-FRET; AID 540295; inhibition, % at 6.5 µM; P32245; 360,000 tested, 0.48% active;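 active = inhibition above its plate's cutoff, the mean of tested wells on that plate plus 3 SD, cut at about 29% in these data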;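 note: 0% = Melanotan II alone and 100% = Melanotan II plus saturating MCL0020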
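Assay system: U2OS cells stably expressing human melanocortin 4 receptor (MC4R) / Dosing: 6.5 µM / Timing: compound 30 min, challenge 1 h, detection 1 h / Measured by: Eu-cAMP/anti-cAMP TR-FRET, emission 671 nm / Replicates: singlicate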
CaV13 ICDI inh = Disruptors of the CACNA1D IQ motif to Ca2+-dependent inactivation inhibitor domain association, primary screening, Förster resonance energy transfer in intact living … | HEK cells, CFP/YFP FRET ICDI-IQ, plate reader, 10 min; percent FRET-ratio fall versus neutral wells | inhibition, % at 12.3 µM | AID 743397 | 340,000 tested, 0.098% active;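 active = mean replicate inhibition of at least 30% and at least 1% of replicates passing that level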;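 note: 0% = median of the neutral control wells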
H9c2 protect = modulators protecting cardiomyocytes from myocardial damage; H9c2 cardiomyocytes, H2O2 injury protection, ATPLite, 2 h; protection from H2O2 cell death, % at 20 µM; 360,000 tested, 0.63% active; AID 588492;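 active = compounds giving at least 50% protection of heart cells from peroxide-induced death in the single-dose screen, raw or plate-pattern-corrected value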;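 note: 0% = DMSO wells with peroxide and 100% = DMSO wells without peroxide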
PDI inh = blocks human protein disulfide isomerase activity; PDI insulin aggregation turbidity, A650, 90 min; P07237; 350,000 tested, 0.052% active; inhibition, % at 10 µM; AID 588391;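 active = mean inhibition across replicates of 30% or more, whatever share of single replicates reach that level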;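 note: absorbance from insulin aggregation driven by PDI reduction with DTT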
Target sequence (P07237 whole entry, looked up): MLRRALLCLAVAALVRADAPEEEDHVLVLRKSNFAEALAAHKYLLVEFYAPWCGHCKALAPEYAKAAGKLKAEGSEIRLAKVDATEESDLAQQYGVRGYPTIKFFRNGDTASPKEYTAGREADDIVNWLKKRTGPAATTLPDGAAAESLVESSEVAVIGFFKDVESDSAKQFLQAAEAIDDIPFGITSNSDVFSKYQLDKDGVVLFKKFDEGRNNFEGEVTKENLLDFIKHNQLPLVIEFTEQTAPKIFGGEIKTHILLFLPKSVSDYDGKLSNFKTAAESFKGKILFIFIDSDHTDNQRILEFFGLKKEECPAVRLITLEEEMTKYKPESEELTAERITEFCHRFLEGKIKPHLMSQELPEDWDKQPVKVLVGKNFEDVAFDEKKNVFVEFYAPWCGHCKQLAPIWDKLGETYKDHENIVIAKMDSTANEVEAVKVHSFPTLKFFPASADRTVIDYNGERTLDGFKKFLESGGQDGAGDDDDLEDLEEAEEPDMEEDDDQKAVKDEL
ABHD5-PLIN5 inh = ABHD5-PLIN5 protein interaction inhibition | Q00G26+Q8WTS1 | Split G. princeps luciferase complementation, luminescence, 4 h | inhibition, % at 4 µM | 360,000 tested, 0.78% active | AID 602281;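 active = inhibition above the mean inhibition across every tested compound plus 3 SD, cut at about 22% in these data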;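 note: 0% = DMSO only wells and the 100% control is not disclosed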
MC4R barr agon = human MC4R agonism via beta-arrestin | P32245 | U2OS MC4R beta-arrestin complementation, luminescence; percent of melanotan II response, DMSO zero | activation, % at 8.9 µM | 360,000 tested, 0.98% active | AID 540308;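 active = activation above a per-plate cutoff, the mean activation of sample wells on that plate plus 3 SD, cut at about 8% in these data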
An asterisk follows results filed as active; . = not tested or not shown. Not a hit list; about 4.2% have a hit in one of these screens.

Under each structure: Granule exo inh	N-glyco inh	ABCB6 inh 2	m5-HT2A agonist	MC4R antag cAMP	CaV13 ICDI inh	H9c2 protect	PDI inh	ABHD5-PLIN5 inh	MC4R barr agon
CC1=C(C(=O)OCc2ccccc2)C(c2cccc3ccccc23)NC(=O)N1CCCC(=O)O (centres undefined)
→ 50	2	100	-1	10	-11	9	0	6	-1.2
COc1cc(C(=O)NC(C)Cc2cccs2)cc(OC)c1OC (centres undefined)
→ -8	5	96	-2	9	-6	-3	-7	1	-0.6
O=C(Nc1nc(-c2ccccn2)cs1)c1ccc(Cl)s1
→ 8	-7	93	4	-4	28	31	-1	8	-0.4
Cc1ccc(NC(=S)NNC(=O)Nc2ccccc2)cc1
→ 1	3	96	-10	12	-3	-10	-1	-13	-5.3
O=C(Nc1ccc([N+](=O)[O-])cc1)C(=O)Nc1cccc(C(=O)O)c1
→ 4	-14	100	-1	11	-6	-23	0	3	-2.7
CN(C(=O)c1cccc(NC(=O)Cc2ccc(NC(=O)C3CCN(C(=O)C4CCC4)CC3)cc2)c1)C1CC1
→ -1	0	101	-3	0	-9	2	15	-1	0.1
Cc1ccc(C)c(SCC(=O)OCC(=O)c2ccco2)c1
→ 2	0	99	-1	4	-10	3	-4	-6	-1.7
CCc1cc(C(=O)Cc2nc3ccccc3[nH]2)c(O)cc1O
→ 0	3	85	-2	-3	-167	2	1	0	-0.7
CCC1CC(C)(C(=O)Nc2ccc(S(N)(=O)=O)cc2)OC1=O (centres undefined)
→ -1	3	97	-1	-2	-4	3	-2	0	-1.4
Oc1ccc(N2CCN(C(c3ccncc3)c3nnnn3C3CCCC3)CC2)cc1 (centres undefined)
→ 0	2	87	-4	9	-6	7	-2	-1	-1.2
CCOc1ccc(C2C(C(N)=O)=C(C)Nc3ncnn32)cc1OC (centres undefined)
→ 0	0	100	7	2	-4	3	-11	10	-0.6
CCn1nnnc1NCc1ccc(OCc2ccc(F)cc2Cl)c(OC)c1
→ -2	-1	95	-8	1	-2	-2	5	7	1.5
O=C(CSc1nc2ccccc2s1)N1c2ccccc2Sc2ccc(Cl)cc21
→ -1	-8	94	2	-4	-8	-6	-3	7	3.2
CC(=O)Nc1ccc(C(=O)N/N=C/c2ccc(F)cc2)cc1
→ 1	2	99	1	20	.	11	4	-1	-2.4
CCC(c1nnnn1C1CCCCC1)N1CCN(C2CCCC2)CC1 (centres undefined)
→ -3	-5	94	2	-3	-7	8	2	4	-1.5
CC1(C)CN=C(c2ccccc2)NC1
→ -4	2	91	3	-1	-4	7	3	-4	-0.6
O=C(CCC1CCCN(C(=O)c2ccoc2)C1)NCc1ccc(F)c(F)c1 (centres undefined)
→ -1	-2	97	1	-1	-6	-1	-2	-3	-3.6
O=C(Nc1ccc2ncccc2c1)c1ccccc1
→ -8	-1	103	5	5	-3	-5	-1	-7	0.9
CCC(=O)Nc1ccccc1C(=O)OCc1ccc(C(=O)c2ccccc2)cc1
→ 4	0	96	-3	7	-3	-15	8	-1	-3.6
COC(=O)c1cn(CCOc2ccccc2F)c2ccccc12
→ -2	-4	93	0	-4	-3	-18	7	14	4.4

The closing two entries of the part before are carried over, then new ones follow:
Under each structure: Granule exo inh	N-glyco inh	ABCB6 inh 2	m5-HT2A agonist	MC4R antag cAMP	CaV13 ICDI inh	H9c2 protect	PDI inh	ABHD5-PLIN5 inh	MC4R barr agon
CCC(=O)Nc1ccccc1C(=O)OCc1ccc(C(=O)c2ccccc2)cc1
→ 4	0	96	-3	7	-3	-15	8	-1	-3.6
COC(=O)c1cn(CCOc2ccccc2F)c2ccccc12
→ -2	-4	93	0	-4	-3	-18	7	14	4.4
CCOC(=O)N1CCC(Nc2c(NCCCN3CCN(CC)CC3)c(=O)c2=O)CC1
→ 0	1	93	-6	8	-4	-6	2	2	-1.0
Cc1noc(C)c1S(=O)(=O)N(C)C[C@H]1Oc2ccc(NC(=O)CCC(F)(F)F)cc2C(=O)N([C@H](C)CO)C[C@@H]1C
→ 2	-1	99	8	7	-6	-7	3	3	0.0
Cc1onc(-c2ccccc2)c1CNC(=O)CN1C(=O)c2ccccc2C1=O
→ 4	3	99	-1	1	-4	3	8	14	-1.2
O=C(CSc1nnc(Cc2ccccc2)o1)c1ccc(F)cc1
→ -15	0	97	-8	6	-19	-2	-1	-4	-0.6
Cc1ccc(OC(=O)c2sc3ncn(C)c(=O)c3c2C)cc1
→ 0	0	98	8	14	-4	0	-4	1	-2.3
COc1cc(C2(O)CCCCC2C)cc(OC)c1OC (centres undefined)
→ 6	1	103	3	1	-7	0	-1	-4	2.5
COc1ccc(C2C(C(C)=O)=C(O)C(=O)N2CCCn2ccnc2)cc1 (centres undefined)
→ 2	1	85	-2	2	.	4	-8	5	-0.5
OCCN1CN=C(Nc2nc3ccccc3s2)NC1
→ 0	1	105	-3	-1	-5	-4	-7	-6	-1.3
CCOc1ccc(C(=O)NN2C(=S)NC(C)(C)C=C2C)cc1
→ -5	-1	104	3	8	-18	2	0	1	-1.2
COc1ccc([C@H]2CC(=O)C=C(c3cccc(CO)c3)C2)cc1OC
→ 9	-1	100	-5	17	-12	-3	0	7	0.8
CCOc1cc(NC(=O)c2ccccc2C(=O)O)c(OCC)cc1NC(=O)c1ccccc1F
→ 34	1	104	3	-8	-19	-2	4	-1	-0.8
C=CCn1c(SCC(=O)/C(C#N)=C(\C)N)nnc1C1CCCCC1
→ -3	0	101	-2	7	.	-3	5	4	0.9
CC1CCCN(C(=O)c2ccc3c(c2)OCO3)C1 (centres undefined)
→ -6	0	104	-6	-4	.	-2	-8	5	1.4
Cc1ccc(S(=O)(=O)NC(=O)Nc2nnc(C3CC3)s2)cc1
→ -1	1	92	0	0	-4	-1	0	-1	-1.0
CC(C)C(=O)NC(c1ccc(N(C)C)cc1)c1c(O)ccc2ccccc12 (centres undefined)
→ 12	1	95	-2	5	-1	-7	-4	5	2.4
O=C(OCC(=O)N1CCCC1)c1ccco1
→ -1	0	97	3	2	.	9	-3	4	2.3
COc1ccc(OCC(=O)Nc2ccc(NC(=O)c3ccco3)c(C)c2)cc1
→ 0	1	97	7	11	-7	0	-2	-6	0.7
CCOC(=O)CNC(=O)C1c2ccccc2C(=O)N(c2ccc(OC)cc2)C1c1ccc(OC)cc1 (centres undefined)
→ 1	0	100	-1	4	-4	-1	1	-2	0.7
CN(C)CCSc1nnc2sc3ccccc3n12
→ -6	-1	108	-4	1	-6	12	-3	-2	-1.1
C=CCNc1sc(C(=O)c2cccs2)c(N)c1C#N
→ 1	-2	96	2	10	.	-5	4	-5	-2.0
C[C@@H]1CN([C@H](C)CO)C(=O)c2cc(NC(=O)Cc3ccccc3)ccc2O[C@H]1CN(C)Cc1ccc(Oc2ccccc2)cc1
→ 1	-10	96	-5	2	-6	-3	-1	0	1.9
CCC(C)[C@H](NC(=O)[C@@H]1CSC2c3ccccc3C(=O)N21)C(=O)NCc1ccco1 (some centres undefined)
→ -10	0	95	-1	6	-2	10	0	4	-1.1
CC(CC(=O)C1C(C)C=CCC1(C)C)NNC(N)=O (centres undefined)
→ 3	3	99	1	0	-4	2	-1	-4	1.4
Cc1ccc(NC(=O)C2CCCN2C(=O)OCc2ccccc2)cc1C (centres undefined)
→ -5	-2	96	-2	15	.	-2	4	-7	1.6
O=C(OC(C(=O)Nc1ccc(Cl)c(C(F)(F)F)c1)c1ccccc1)C1=COCCO1 (centres undefined)
→ 1	-4	96	-3	-4	-5	-3	-4	-11	0.9
COC(=O)/C(C#N)=C/c1c(-c2ccccc2)nc2n1CCS2
→ -2	1	99	4	-15	-15	0	-1	-1	0.2
Cc1ccc(C(=O)N2CCN(c3ccc(C(F)(F)F)cn3)CC2)o1
→ -4	2	95	0	8	-6	-3	0	-6	-2.2
CC1(C)CNC(=O)c2sc(N3CCCCC3)nc2C1
→ -1	0	97	1	5	-4	2	6	0	-2.5
CCOC(=O)N1CCN(Cc2ccc(F)cc2F)CC1
→ -4	0	99	0	14	-3	-3	-1	1	-0.1
COCCn1c(SCC(=O)Nc2ccc(OC)c(S(N)(=O)=O)c2)nc2ccccc2c1=O
→ -8	1	95	0	7	3	3	-8	2	-2.1
COc1cccc(/C=N\Nc2nncc(-c3ccccc3)n2)c1
→ -3	0	100	5	5	-7	4	6	1	-0.3
CC(Cc1ccco1)NC(=O)c1ccc(C(F)(F)F)cc1 (centres undefined)
→ -10	-6	94	-5	9	-4	-13	-3	-5	0.8
C[C@H]1CN([C@@H](C)CO)C(=O)c2cc(NS(=O)(=O)c3ccc(Cl)cc3)ccc2O[C@@H]1CN(C)CC1CCCCC1
→ -2	-2	100	-3	4	-5	2	2	2	0.7
CN(C)c1[nH]c(=O)c(C#N)c2c1CCN2Cc1ccccc1
→ -2	-1	102	5	7	.	13	-1	-5	0.6
CCOC(=O)C1=C(Cc2ccc(F)cc2)C(=O)c2ccccc2C1=O
→ 100*	18	543	1	10	-4	-18	4	47*	3.7
CCN(C(=O)COC(=O)c1ccc(SC)cc1OC)C1CCS(=O)(=O)C1 (centres undefined)
→ 4	-1	99	-2	12	-7	-2	2	3	-1.6
Nc1ccc(C(=O)N/N=C/c2cn(Cc3cccc(F)c3)c3ccccc23)cc1
→ 0	-7	95	-2	9	.	-4	-6	-5	0.1
Clc1ccc(OCCCN2CCCCC2)c(Br)c1
→ -4	-4	90	-6	-5	-4	5	5	6	-0.6
Cc1cc(C)c2cc(CN(CC3CCCO3)C(=S)NCc3ccco3)c(=O)[nH]c2c1 (centres undefined)
→ -1	9	97	2	2	-6	-4	11	17	-0.2
O=c1[nH]c(=S)[nH]c2c1C(c1cccc(C(F)(F)F)c1)OC(CCc1ccccc1)C2 (centres undefined)
→ -6	.	104	-7	.	-3	.	.	-12	.
COc1cccc(C(c2sc3ncnn3c2O)N2CCc3ccccc3C2)c1 (centres undefined)
→ -2	0	89	-3	4	-5	12	.	2	0.1
COc1cc2c(cc1NC(=O)Cc1ccc(C)cc1)oc1ccccc12
→ 0	1	96	-1	12	-6	-13	3	-5	-1.8
COC(=O)CN(C#N)c1nc(N(C)C)nc(N(C)C)n1
→ -5	0	99	1	3	4	2	-2	3	-3.4
COc1ccc(C2CC(=O)c3c([nH]c(C(=O)OC(C)C)c3C)C2)cc1OC (centres undefined)
→ -6	-2	97	-2	9	-5	-5	-7	-11	-2.0
CC(C)CN(C(=O)COC(=O)c1cc2c(s1)CCC2)C1CCS(=O)(=O)C1 (centres undefined)
→ -1	-1	95	-2	4	-6	-6	-3	-4	-1.5
COc1cc(/C=C2/C(=N)N3C=CSC3=NC2=O)ccc1OCCCOc1cc(C)ccc1C
→ -1	18	96	-2	9	.	-1	-2	4	31*
Cc1oc(-c2ccccc2)nc1C(=O)OCC(=O)NCc1ccc(Cl)cc1
→ 2	6	95	-4	5	-5	-10	3	4	-4.6
CCn1c(SCC(=O)c2cccs2)nnc1-c1ccco1
→ 0	-1	100	16*	11	-8	-6	-13	1	-2.1
